TbHK1 inh: blocks Trypanosoma brucei hexokinase 1 activity. recombinant TbHK1, G6PDH-coupled NADH A340. inhibition, % at 10 µM. 220,000 compounds, 0.11% hits. AID 1430;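 active means inhibition of 50% or more in the single-dose primary screen; inactive means inhibition below 50%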
Ba/F3 V617F tox: lowers viability of Ba/F3 cells expressing EpoR and JAK2V617F. ATP luminescence. inhibition, % at 5.6 µM. 220,000 compounds, 1.1% hits;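 active means inhibition above the campaign mean plus 3 SD over all tested compounds, cut at about 24% in these data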;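 further: cytokine-independent growth of Ba/F3 cells driven by EpoR plus mutant JAK2; 0% = DMSO-treated cells and 100% = JAK inhibitor I control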
RBBP9 inh: human RBBP9 hydrolase inhibition; O75884; 220,000 compounds, 0.2% hits; inhibition, % at 7.94 µM; recombinant RBBP9, FP-Rh probe fluorescence polarization;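 active means inhibition above the campaign mean of all tested compounds plus 3 SD, cut at about 14% in these data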;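 further: plate controls were DMSO wells with RBBP9 for no effect and wells lacking RBBP9 protein for full effect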
Target sequence (O75884 whole entry, looked up): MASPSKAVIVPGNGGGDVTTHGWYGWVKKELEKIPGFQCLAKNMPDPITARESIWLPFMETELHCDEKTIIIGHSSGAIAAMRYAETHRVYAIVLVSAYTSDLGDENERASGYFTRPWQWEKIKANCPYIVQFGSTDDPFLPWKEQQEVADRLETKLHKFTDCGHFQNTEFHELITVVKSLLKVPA
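Measured by: FP readout at 525/598 nm; material: recombinant human RBBP9; also added: Serine-hydrolase probe FP-Rh, 375 nM pre-mixing; medium: Tris buffer pH 8.0, NaCl, Pluronic; replication: one well per compound; doses: one concentration, 7.94 µM nominal, 0.794% DMSO; timing: preincubation 30 min plus labeling 45 min at 25 °C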
BaF3 tox: counter-screen for JAK2V617F inhibitors: parental Ba/F3 viability inhibitors; CellTiter-Glo ATP luminescence; inhibition, % at 5.6 µM; 220,000 compounds, 1.1% hits;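 active means inhibition above a per-campaign cutoff, the mean inhibition of all tested compounds plus 3 SD, cut at about 27% in these data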;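 further: 0% = DMSO wells and 100% = JAK Inhibitor I control wells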
Furin inh: human furin inhibition; inhibition, % at 30 µM; 220,000 compounds, 0.061% hits; P09958; AID 463115; purified furin, fluorogenic substrate cleavage; in the data active means inhibition above about 25%; further: inactives centre near -15
NCF1 inh: p47phox (human) inhibition; P14598; p47phox/p22phox peptide binding, fluorescence polarization, 2 h; 220,000 compounds, 0.53% hits; inhibition, % at 24.7 µM;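 active means inhibition above about 30%, limit read from the data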;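 further: 0% = p47phox with labelled peptide and 100% = labelled peptide alone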
Target sequence (P14598 whole entry, looked up): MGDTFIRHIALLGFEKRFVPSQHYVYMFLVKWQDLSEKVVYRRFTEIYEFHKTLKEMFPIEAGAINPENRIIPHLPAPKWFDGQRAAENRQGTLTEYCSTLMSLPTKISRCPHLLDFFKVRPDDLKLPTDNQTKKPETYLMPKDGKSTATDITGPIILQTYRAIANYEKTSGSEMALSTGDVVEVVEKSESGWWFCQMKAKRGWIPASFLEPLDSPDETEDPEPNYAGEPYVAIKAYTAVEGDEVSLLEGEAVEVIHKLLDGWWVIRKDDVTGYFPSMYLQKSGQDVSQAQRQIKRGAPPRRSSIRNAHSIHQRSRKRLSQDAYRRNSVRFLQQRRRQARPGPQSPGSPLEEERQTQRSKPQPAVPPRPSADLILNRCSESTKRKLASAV
PGE2 EP2 inh: blocks the human prostaglandin E2 receptor EP2; inhibition, % at 25 µM; P43116; C6 glioma cells expressing human EP2, cAMP TR-FRET; cells stimulated with saturating PGE2; 260,000 compounds, 0.52% hits;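 active means percent inhibition above 40 after rounding to a whole number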;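 further: rat C6 glioma host cells with rolipram phosphodiesterase inhibitor present; the protocol text gives 20 µM as final concentration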
Target sequence (P43116 whole entry, looked up): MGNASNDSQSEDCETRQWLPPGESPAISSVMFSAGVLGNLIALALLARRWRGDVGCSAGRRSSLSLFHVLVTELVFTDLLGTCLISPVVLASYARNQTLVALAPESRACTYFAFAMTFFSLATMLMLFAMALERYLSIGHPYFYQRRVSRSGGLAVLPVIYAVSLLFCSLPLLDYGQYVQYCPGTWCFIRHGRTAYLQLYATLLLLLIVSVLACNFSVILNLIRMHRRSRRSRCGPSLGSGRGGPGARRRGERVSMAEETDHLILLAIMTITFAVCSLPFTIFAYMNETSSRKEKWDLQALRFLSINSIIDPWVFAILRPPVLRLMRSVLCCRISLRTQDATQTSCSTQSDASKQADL
p97 inhibitor: blocks human p97 ATPase activity; recombinant p97 ATPase, Kinase-Glo ATP luminescence, 3 h; inhibition, % at 8 µM; 220,000 compounds, 0.42% hits; AID 1481; in the data active means inhibition above about 15%;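 further: 0% = DMSO vehicle and 100% = wells lacking enzyme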
PPC-1+TRAIL kill: PPC-1 cancer cell killing with TRAIL present | PPC-1 cells + TRAIL, ATPLite viability luminescence | cell killing (% activity), % at 4 µM | 220,000 compounds, 0.41% hits;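 active means cell killing above 50% in the first pass at 4 µM, then a duplicate retest at 5 µM averaging 50% or more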;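 further: plate controls were cells with TRAIL plus DMSO for no effect and medium-only wells lacking cells for full effect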
Starred values were filed as active, the others as inactive; x = not tested or not shown; & = joins results of further samples; [ ] = another dose, or the depositor's remark. Not all compounds are listed (hit frequency here may not be typical).

SMILES	TbHK1 inh	Ba/F3 V617F tox	RBBP9 inh	BaF3 tox	Furin inh	NCF1 inh	PGE2 EP2 inh	p97 inhibitor	PPC-1+TRAIL kill
Cc1ccc(OCC(=O)NC(=S)Nc2cccc(C)n2)cc1	-5	4	-11	4	-11	-3	5	-6	13
COc1cc2nc(CN3CCN(C(c4ccccc4)c4ccccc4)CC3)[nH]c(=O)c2cc1OC	-6	-1	-6	-7	-19	63*	4	2	2
CC1CN(C(=O)C(C)N2CCN(c3cccc(Cl)c3)CC2)CC(C)O1 (stereo not given)	2	0	0	3	-17	0	2	1	20
Cn1c(CCN2CCCCC2)nc2cc(NS(=O)(=O)c3ccccc3)ccc21	2	6	-3	7	-30	9	13	6	-4
O=c1c2ccccc2c2ccccc2c(=O)n1Cc1ccco1	1	2	-10	7	-2	-18	4	0	0
COc1cc(C(=O)N/N=C/c2ccc(OC(=O)N3CCOCC3)cc2)cc(OC)c1OC	22	1	-7	4	1	7	14	-3	20
Cc1[nH]nc(-c2ccc(O)cc2O)c1-c1ccc(Cl)cc1	18	-1	-6	6	-17	-17	7	10	5
Cc1cc(C(=O)N2CCOCC2)n(-c2ccccc2)n1	2	-4	-11	3	-17	-6	4	7	-10
Cc1ccc(-n2c(O)c(/C=N/Nc3ccc(S(=O)(=O)N4CCOCC4)cc3[N+](=O)[O-])c3ccccc3c2=O)c(C)c1	-16	6	-8	18	4	6	9	-5	18
CCOC(=O)N1CCN(C(=O)/C(=C\c2ccc(SC)cc2)NC(=O)c2ccccc2)CC1	-49	-2	2	-1	-17	-6	5	1	0
CCN1CCCC1CNC(=O)c1cc(NC(C)=O)c(N(C)C)cc1OC (stereo not given)	-17	0	-1	1	-10	-10	12	8	5
CCCc1nc(SCc2cccnc2)c2c(=O)n(C)c(=O)n(C)c2n1	-6	1	0	5	-18	-1	10	-5	2
NC(=S)NNC(=S)Nc1ccccc1	3	5	-4	4	-6	-2	6	-3	-10
Nc1ccccc1C(=O)NCc1ccccc1	-1	0	-11	0	-19[20 µM]	-3	8	2	0
COc1ccc(NC(=O)CCCCn2c(=O)[nH]c3ccccc3c2=O)cc1	-1	-3	5	-1	-21	-4	16	5	1
COc1cc2[nH]c(=O)n(CCC(=O)N3CCN(c4cc(Cl)ccc4C)CC3)c(=O)c2cc1OC	-17	2	-5	5	-16[20 µM]	0	x	-5	15
O=C(Nc1nc2ccccc2[nH]1)C1CCCC1	-2	1	-4	5	-35	-6	9	1	23
COC(=O)c1ccccc1S(=O)(=O)N1CCC(C(=O)OCC(=O)NCC(F)(F)F)CC1	-4	1	-5	5	-30	0	17	-1	-7
Cc1cc(C(=O)CN2C(=O)NC3(CCCc4ccccc43)C2=O)c(C)n1Cc1ccccc1 (stereo not given)	5	-7	-2	1	-16[20 µM]	-82	17	5	19
Cc1nnc(NCCO)c2ccccc12	-6	-2	-4	3	-25[20 µM]	-5	18	1	5
NC(=O)c1ccccc1N=Cc1ccc2ccccc2c1	27	0	-4	5	-16	-11	7	3	18
COc1cccc(C(Nc2ccccn2)c2c(NC(=O)c3ccco3)sc(C)c2C)c1 (stereo not given)	-5	-4	-2	4	-17	-7	4	3	-12
COCCN(Cc1nc(C2(c3ccc(C)cc3)CCCC2)no1)C(C)C	-9	0	-1	7	-12	-4	6	1	8
Cc1ccnc(NC(=O)c2ccc(COc3ccc(Cl)cc3)o2)c1	-1	-3	-5	0	-9[20 µM]	-7	x	-2	5
COC(=O)CNC(=O)Cn1ccc2ccccc2c1=O	1	-2	-14	8	-31	-2	7	4	1
CN1CCN(NC(=O)CN(C)S(=O)(=O)c2cc(Cl)ccc2Cl)CC1	9	5	-13	7	-13	9	2	-4	16
O=c1c(O)c(-c2ccc(O)cc2O)oc2cc(O)cc(O)c12	10	0	-6	3	-3	-37	11&9	49*	18
Cc1cccc(NC(=O)CN2C(=O)N/C(=C/c3cc(C)n(C(C)C)c3C)C2=O)c1	-21	-1	0	2	-9[20 µM]	-23	9	5	20
O=C(O)c1cccc(NC(=S)NC(=O)c2ccc(-c3ccccc3)cc2)c1	7	2	-3	-1	-7	-9	2	-4	13
Cc1ccc(C#CC[N+](C)(C)CC#Cc2ccccc2)cc1	6	85*	-3	68*	-17	-2	11	0	6
Cc1cccc(C)c1OCC(O)CN1CCN(c2ccccn2)CC1 (stereo not given)	-1	-2	0	4	-29	3	2	0	-3
O=C(O)c1cc(O)ccc1-c1ccc(O)cc1	2	2	0	4	-1	0	7	2	-2
CCOc1ccc(Br)cc1S(=O)(=O)NCc1ccncc1	-4	-2	-8	2	-15	-6	6	3	-15
CCCCCCC(=O)OCC(=O)c1ccc2c(c1)NC(=O)CO2	1	-1	-9	2	-19	-13	-4	3	9
Cc1cc(/C=C\c2ccccc2)nc2ccccc12	-3	6	-4	14	2	-15	10	-6	32
CCCC(=O)Nc1c(-c2ccccc2)c(=O)c(C)nn1-c1ccc(C)cc1	-15	-1	4	-2	-27	-14	4	3	19
Cc1cccc(NC(=O)NNC(=O)c2cc3ccccc3cc2O)c1C	4	-3	-10	0	-30	-7	5	3	10
Cn1c(/C(C#N)=C/c2cccc(O)c2)nc2ccccc21	-21	-2	0	3	-9	-15	7	4	6
CC1=CC(C)(C)NC(=S)N1c1cc(C)cc(C)c1	-5	4	0	8	-13	-7	9	-3	5
CCOC(=O)c1ccc(NC(=O)C(C)N2C(=O)c3ccccc3C2=O)cc1 (stereo not given)	-1	-3	-1	4	-34	-1	6	3	5
CCOC(=O)N1CCN(CCC(=O)Nc2cc(C)ccc2OC)CC1	-5	2	-9	3	-18	1	5	-4	15
CCOc1cccc(/C(O)=C2/C(=O)C(=O)N(CCOC)C2c2ccncc2)c1 (stereo not given)	-26	-3	4	0	-11	-8	13&10	5	10
COc1c(C(O)CC(C)C)ccc2c1C(=O)OCc1cc(C)cc(O)c1O2 (stereo not given)	-11	3	6	-5	-21	-2	13	-1	0
COc1cc(CCC(=O)N2CCN(S(=O)(=O)c3ccc(C)c(C)c3)CC2)cc(OC)c1OC	-13	2	-6	4	-10	0	3	-12	14
CC1(C)OC(=O)N(CC(=O)Nc2ccccc2)C1(C)O (stereo not given)	-2	-3	-4	-3	-21	-6	10	7	-5
O=C(Nc1cccc([N+](=O)[O-])c1)c1[nH]ncc1Cl	-8	2	-3	9	-9	-7	6	0	6
COc1ccc(CCC(=O)NCc2cnn(C)c2)cc1	-1	-2	-3	3	-5[20 µM]	0	6	-2	-1
COc1ccc([N+](=O)[O-])cc1/C=N/Nc1nc(N2CCCCC2)nc(N2CCCCC2)n1	-1	-3	-7	8	-19	-3	4	2	12
O=C(CSc1nnc(SCc2ccccc2)s1)N/N=C/C=C\c1ccco1	1	2	-4	5	-15	-14	8	-1	14
COC(=O)c1cccc(NC(=O)CCSc2ccc(Cl)cc2)c1C	0	-2	3	1	-21	-8	9	-4	3
Cc1cccc(NC(=O)CSc2ccc(-c3cccs3)nn2)c1C	-1	-1	1	0	-10	-18	5	1	3
O=C(OCc1nnc(-c2ccccc2)o1)c1cc(Cl)ccc1[N+](=O)[O-]	10	3	-11	13	-24	1	2	-8	-27
COc1ccc2c(c1)nc(SCC(=O)c1cccs1)n2C	-1	4	-7	5	-8[20 µM]	-4	-2	2	8
COC(=O)c1ccc(NC(=S)NC2CCCCC2C)cc1 (stereo not given)	-1	-1	-10	3	-20	-10	11	0	-2
O=C1CCCC2=C1C(c1cccs1)n1nc(SCc3ccc(C(=O)O)cc3)nc1N2 (stereo not given)	-19	1	-1	-1	-27	-5	6	7	22
CCN(CC)C(=O)c1ccc(NS(=O)(=O)c2ccccc2)cc1	6	-4	0	-1	4[20 µM]	-10	8	6	-8
O=[N+]([O-])c1cc2cccnc2c2ncccc12	-2	-3	4	2	-27	15	7	3	7
COc1cccc(CN(C(=O)Cn2nnc(-c3ccccc3F)n2)C(C(=O)NC(C)(C)C)c2ccncc2)c1 (stereo not given)	-11	2	-5	6	-15	-2	3	0	14
COc1ccc(-c2cc(CNC(=O)CCl)on2)cc1	0	3	1	8	-23[20 µM]	-11	17	4	5
CC(=O)N1CCN(c2ccccc2NC(=O)c2ccc(C#N)cc2F)CC1	-9	1	-2	90*	-11	0	3	2	10

5 compounds already listed, ordered by their value in NCF1 inh, descending.
molecule | TbHK1 inh | RBBP9 inh | Furin inh | NCF1 inh | p97 inhibitor
CC(=O)N1CCN(c2ccccc2NC(=O)c2ccc(C#N)cc2F)CC1 | -9 | -2 | -11 | 0 | 2
O=C1CCCC2=C1C(c1cccs1)n1nc(SCc3ccc(C(=O)O)cc3)nc1N2 (stereo not given) | -19 | -1 | -27 | -5 | 7
O=C(Nc1cccc([N+](=O)[O-])c1)c1[nH]ncc1Cl | -8 | -3 | -9 | -7 | 0
COC(=O)c1cccc(NC(=O)CCSc2ccc(Cl)cc2)c1C | 0 | 3 | -21 | -8 | -4
COc1ccc(-c2cc(CNC(=O)CCl)on2)cc1 | 0 | 1 | -23[20 µM] | -11 | 4

Returning to the listing with the two entries that preceded the break.
SMILES	TbHK1 inh	Ba/F3 V617F tox	RBBP9 inh	BaF3 tox	Furin inh	NCF1 inh	PGE2 EP2 inh	p97 inhibitor	PPC-1+TRAIL kill
COc1ccc(-c2cc(CNC(=O)CCl)on2)cc1	0	3	1	8	-23[20 µM]	-11	17	4	5
CC(=O)N1CCN(c2ccccc2NC(=O)c2ccc(C#N)cc2F)CC1	-9	1	-2	90*	-11	0	3	2	10
COC(=O)C1=C(C)N(Cc2ccco2)C(=O)C1	7	1	0	3	-7[20 µM]	-3	7	0	12
O=C(C1CCCCN1S(=O)(=O)c1ccc(F)cc1)N1CCN(c2ccccc2F)CC1 (stereo not given)	-1	-2	-2	4	-23	-6	11	-2	3
Cc1sc(NC(=O)CSc2nnc(COc3ccccc3)n2C)c(C#N)c1C	4	-1	-4	3	-26[20 µM]	-2	7&12	-2	30
COc1ccc(C(=O)NC(=S)Nc2ccc(S(N)(=O)=O)cc2)cc1	-2	-2	-9	4	-24	-3	12	3	8
CN(C)CCCN(Cc1cc2cc3c(cc2[nH]c1=O)OCO3)C(=S)NCc1ccco1	-17	0	-3	8	-38	-2	11	9	3
Cn1c(SCC(=O)c2ccccc2)nnc1-c1ccccn1	-10	-3	-7	5	-14	-10	7	3	3
COC(=O)c1sc(S(=O)(=O)N2CCC(C(=O)O)CC2)c(C(=O)OC)c1C	-1	-2	6	3	-19[20 µM]	-7	7	4	0
COc1ccc(NC(=O)Cn2c(=O)n(-c3ccccc3)c(=O)c3oc4ccccc4c32)c(OC)c1	11	5	-7	11	4	13	5	-3	13
COc1ccc(NC(=O)CC2C(=O)N(c3cccc(C)c3)C(=O)N2C2CCCCC2)cc1 (stereo not given)	9	2	2	2	-13[20 µM]	-5	4	-3	-1
COc1cc(-c2nc3ccccn3c2NCC2CCCO2)ccc1O (stereo not given)	-15	-3	-4	0	-50	-9	14&22	8	-17
CC(CN1CCN(C)CC1)OC(=O)c1ccc(Cl)cc1Cl (stereo not given)	0	-3	-3	1	-11[20 µM]	3	8	5	11
Cc1nccn1S(=O)(=O)c1cc([N+](=O)[O-])ccc1Cl	10	-7	-6	2	-4	-5	4	2	18
O=C(Nc1cccc(F)c1)/C(=C\c1cccnc1)NC(=O)c1ccco1	-9	-1	2	7	-27	-5	4	1	14
CN1CCN(CC(=O)O)CC1	2	1	-2	2	-10[20 µM]	4	10&6	5	7
NS(=O)(=O)c1ccc(NC=C2C(=O)OC3(CCCCC3)OC2=O)cc1	-12	-1	-7	2	-5	1	12	3	5
CC1CN(C(=O)CN2C(=O)NC3(CCCCCCC3)C2=O)CC(C)O1 (stereo not given)	3	-2	-9	2	-31	-14	5	2	-2

Screens deposited in PubChem BioAssay by several laboratories.
